Assay outcomes as filed in PubChem BioAssay.
ABHD5 PLIN5 PPI: ABHD5-PLIN5 protein interaction inhibition; Q00G26+Q8WTS1; Split G. princeps luciferase complementation, luminescence, 4 h; inhibition, % at 4 µM; 0.78% of 360,000 active; AID 602281;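 active = inhibition above the mean inhibition across every tested compound plus 3 SD, cut at about 22% in these data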;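 note: 0% = DMSO only wells and the 100% control is not disclosed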
Cardio protect: myocardial damage modulation in H9c2 cells; H9c2 cardiomyocytes, H2O2 injury protection, ATPLite, 2 h; protection from H2O2 cell death, % at 20 µM; 0.63% of 360,000 active;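 active = compounds giving at least 50% protection of heart cells from peroxide-induced death in the single-dose screen, raw or plate-pattern-corrected value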;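 note: 0% = DMSO wells with peroxide and 100% = DMSO wells without peroxide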
Exocytosis inh: blocks lytic granule exocytosis | TALL-104 LAMP-1 surface exposure, flow cytometry; cells stimulated with thapsigargin and PMA | inhibition, % at 10 µM | 0.66% of 360,000 active | AID 651702;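 active = inhibition above about 55%, limit read from the data; inconclusive = no clear call, values can overlap the other calls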
PDI turbidity: inhibitors of human protein disulfide isomerase; P07237; PDI insulin aggregation turbidity, A650, 90 min; inhibition, % at 10 µM; 0.052% of 350,000 active; AID 588391;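 active = mean inhibition across replicates of 30% or more, whatever share of single replicates reach that level; inconclusive = mean inhibition below 30% while every single replicate reaches 30%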;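 note: absorbance from insulin aggregation driven by PDI reduction with DTT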
MC4R antag cAMP: blocks human MC4R cAMP signaling. MC4R-expressing cells, MTII-stimulated cAMP, LANCE TR-FRET. inhibition, % at 6.5 µM. P32245. AID 540295. 0.48% of 360,000 active;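 active = inhibition above its plate's cutoff, the mean of tested wells on that plate plus 3 SD, cut at about 29% in these data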;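 note: 0% = Melanotan II alone and 100% = Melanotan II plus saturating MCL0020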
Target sequence (P32245 whole entry, looked up): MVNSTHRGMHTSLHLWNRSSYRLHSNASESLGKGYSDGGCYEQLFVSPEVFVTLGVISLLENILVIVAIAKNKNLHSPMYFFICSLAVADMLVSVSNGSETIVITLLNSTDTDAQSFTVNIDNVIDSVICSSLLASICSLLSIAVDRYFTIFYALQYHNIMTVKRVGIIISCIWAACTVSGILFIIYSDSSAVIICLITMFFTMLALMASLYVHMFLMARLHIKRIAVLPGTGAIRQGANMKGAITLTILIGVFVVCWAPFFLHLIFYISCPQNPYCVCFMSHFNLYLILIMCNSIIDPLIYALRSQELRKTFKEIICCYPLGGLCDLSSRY
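Material: U2OS-MC4R stable cell line | Reagent: Melanotan II challenge after compound preincubation | Doses: One concentration, 6.5 µM nominal | Incubation: 30-min compound preincubation, 1-h Melanotan II challenge, 1-h detection, room temperature | Signal: TR-FRET cAMP assay | Replicates: One well per compound, no replicates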
Glyco luc inh: blocks N-linked glycosylation in D54 reporter cells; D54 ERlucT glycosylation luciferase reporter, 24 h; percent of 100 nM tunicamycin response; reporter increase, % at 12.5 µM; 0.23% of 360,000 active;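 active = mean luciferase reporter signal, scaled so untreated is 0 and the glycosylation-blocking control 100, at or above a set limit in every replicate; inconclusive = mean reaches the limit but not every replicate does; inactive = mean below the limit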;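 note: luciferase carries N-glycosylation sites so blocking glycosylation raises the light; 0% = median of neutral control wells and 100% = median of 100 nM tunicamycin wells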
m5-HT2A agonist: agonists of mouse serotonin 5-HT2A receptor (HTR2A). activation, % at 7.6 µM. 0.66% of 360,000 active. P35363. CHO-K1 mHTR2A beta-arrestin complementation, luminescence; percent of 30 µM serotonin response;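 active = activation above a run cutoff, the mean activation of all tested compounds plus 3 SD, cut at about 14% in these data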;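 note: 0% = plate median of compound wells and 100% = 30 µM serotonin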
Target sequence (P35363 whole entry, looked up): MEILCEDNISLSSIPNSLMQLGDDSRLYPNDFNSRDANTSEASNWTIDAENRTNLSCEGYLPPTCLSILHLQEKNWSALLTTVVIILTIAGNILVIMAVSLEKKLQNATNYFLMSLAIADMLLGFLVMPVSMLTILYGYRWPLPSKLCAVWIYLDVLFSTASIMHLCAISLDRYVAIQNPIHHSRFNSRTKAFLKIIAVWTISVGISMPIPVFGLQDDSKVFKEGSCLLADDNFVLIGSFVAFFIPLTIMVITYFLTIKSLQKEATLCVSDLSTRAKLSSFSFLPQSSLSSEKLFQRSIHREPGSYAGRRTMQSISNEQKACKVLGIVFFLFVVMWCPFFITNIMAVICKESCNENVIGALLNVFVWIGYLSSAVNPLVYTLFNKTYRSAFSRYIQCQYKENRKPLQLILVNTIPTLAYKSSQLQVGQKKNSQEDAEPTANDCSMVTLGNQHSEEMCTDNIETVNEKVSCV
MC4R barr agon: human MC4R agonism via beta-arrestin; P32245; U2OS MC4R beta-arrestin complementation, luminescence; percent of melanotan II response, DMSO zero; activation, % at 8.9 µM; 0.98% of 360,000 active; AID 540308;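 active = activation above a per-plate cutoff, the mean activation of sample wells on that plate plus 3 SD, cut at about 8% in these data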
CaV13 FRET inh: Disruptors of the CACNA1D IQ motif to Ca2+-dependent inactivation inhibitor domain association, primary screening, Förster resonance energy transfer in intact living …. HEK cells, CFP/YFP FRET ICDI-IQ, plate reader, 10 min; percent FRET-ratio fall versus neutral wells. inhibition, % at 12.3 µM. 0.098% of 340,000 active. AID 743397;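 active = mean replicate inhibition of at least 30% and at least 1% of replicates passing that level; inconclusive = only one of the two criteria is met; inactive = neither criterion is met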;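 note: 0% = median of the neutral control wells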
ABCB6 inh 2: inhibitors of human ABC transporter ABCB6; K562-ABCB6 porphyrin accumulation, flow cytometry, 1 h; active compounds read low; Q9NP58; 0.19% of 360,000 active; fluorescence ratio to DMSO, % at 10 µM;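 active = fluorescence ratio to DMSO below 75%, the collection mean minus 3 SD; inconclusive = too few cells collected in the well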;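 note: signal is porphyrin accumulated inside mitochondria; 100% equals median channel fluorescence of DMSO control wells; lower ratio means ABCB6 inhibition with less porphyrin fluorescence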
An asterisk follows results filed as active; u = inconclusive; x = no result given.

SMILES	ABHD5 PLIN5 PPI	Cardio protect	Exocytosis inh	PDI turbidity	MC4R antag cAMP	Glyco luc inh	m5-HT2A agonist	MC4R barr agon	CaV13 FRET inh	ABCB6 inh 2
CC(=O)Nc1ccc2nc(NC(=O)C(Cl)(Cl)Cl)sc2c1	6	-2	-2	5	29*	-1	-1	0.1	-4	99
Cc1cc(C)nc(NS(=O)(=O)c2ccc(NC(=S)NC(=O)c3cccnc3)cc2)n1	-8	0	-1	-3	-1	-1	-1	-3.3	-4	104
CCOC(=O)C(NC(C)=O)(Nc1ccc(S(=O)(=O)Nc2cc(C)on2)cc1)C(F)(F)F (centres undefined)	7	6	0	2	2	0	1	-1.1	x	96
CCN1CCN(C(C(=O)NC2CCCC2)c2cc3c(cc2[N+](=O)[O-])OCO3)CC1 (centres undefined)	-8	-2	-3	12	3	0	-1	0.5	-7	102
COc1cc(CNc2ncn[nH]2)ccc1OCc1ccccc1C	0	0	-1	-3	-4	-1	-4	-0.6	-2	99
COc1ccc(CCn2c(-n3nc(C)cc3C)nc3c2c(=O)[nH]c(=O)n3C)cc1	-8	0	1	-3	21	3	-6	-0.1	-7	92
Cc1ccc(S(=O)(=O)N2CCN(C(=O)c3ccc4c(c3)OCO4)CC2)cc1	5	-2	-14	9	-6	-1	6	1.1	-4	90
O=C(c1ccc([N+](=O)[O-])o1)N1CCN(c2nc3c(F)cc(F)cc3s2)CC1	1	0	-2	12	-5	10	14	-4.5	-6	96
CC(/C=N/NC(=O)c1nnn(-c2nonc2N)c1CN(C)C)=C\c1ccco1	3	2	5	5	9	1	1	-0.9	-11	93
O=C(COC(=O)c1ccc([N+](=O)[O-])s1)Nc1ccc(F)cc1	0	26	5	15	-5	0	3	-0.6	-2	105
Cc1ccc(C(=O)NN2C(=O)C3C4C=CC([C@@H]3C2=O)C42CC2)cc1 (some centres undefined)	-5	4	1	10	4	-2	5	-1.4	-5	101
O=C(Nc1ccc(-n2cc(Cl)cn2)cc1)c1ccncc1	-9	-10	-11	-6	0	-1	1	-0.6	-20	95
Nc1nc(Nc2ccc(Cl)cc2)c(NC=O)c(=O)[nH]1	2	1	10	-4	4	0	4	-1.1	-4	93
O=[N+]([O-])c1cccc(CN2C[C@@]34C=C[C@@H](C[C@@H]3S2(=O)=O)O4)c1	-1	0	4	10	3	-1	2	-0.7	18	93
COc1ccccc1CN1CCC(n2nccc2NC(=O)CCCc2ccccc2)CC1	2	13	5	11	-2	-1	-8	-2.2	x	98
CCOC(=O)[C@]12CCCC=C1N(Cc1ccco1)C(=O)[C@H](CC(=O)NCc1ccccc1)C2	5	x	-4	x	x	x	-1	x	-7	99
COc1cccc(N/C=C/c2onc(C)c2[N+](=O)[O-])c1	-2	19	-1	6	11	-2	2	5.6	-5	146
CCOc1ccccc1NC(=O)c1ccc2c(c1)C(=O)N(CC(C)C)C2=O	0	2	0	-4	11	0	2	-0.5	7	99
CCCOc1ccc(N2C(=O)CC(N3CCN(c4nc5ccccc5s4)CC3)C2=O)cc1 (centres undefined)	6	-6	3	-5	8	0	10	3.5	-5	99
CN(C)S(=O)(=O)c1ccc(C(=O)Nc2nnc(SCc3ccccc3)s2)cc1	-5	0	0	-16	13	0	-1	3.1	-3	100
O=S(=O)(NCC1(N2CCOCC2)CCCCC1)c1ccc(F)c(F)c1F	3	2	-1	0	10	-1	-1	-0.8	-6	95
CN(C)CCn1c(=S)[nH]c2ccccc2c1=O	3	16	-2	-3	-2	2	2	-1.8	0	96
CCN(CC1COc2ccccc2O1)C(=O)CN1C(=O)NC(C)(c2ccc(C)cc2)C1=O (centres undefined)	-3	1	-6	0	10	-1	-5	-0.6	-6	101
COc1ccc(OC)c(NC(=O)COC(=O)Cc2ccc(-c3ccccc3)cc2)c1	-1	-6	-8	3	9	3	9	-3.2	-5	95
O=C(COc1ccccc1)Nc1cc(C(F)(F)F)ccc1N1CCCC1	-2	-11	74*	4	0	-6	-1	2.4	-5	102

(next part)
SMILES	ABHD5 PLIN5 PPI	Cardio protect	Exocytosis inh	PDI turbidity	MC4R antag cAMP	Glyco luc inh	m5-HT2A agonist	MC4R barr agon	CaV13 FRET inh	ABCB6 inh 2
Fc1ccccc1N1CCN(c2nc3ccccc3n3nnnc23)CC1	-2	-8	4	-10	-1	2	-2	2.8	-6	205
CN(C)N=Nc1ccc(S(N)(=O)=O)cc1	2	-2	0	10	13	1	1	0.0	-6	100
COC(=O)c1ccc(=O)n(-c2ccc(OC)cc2)c1	-3	1	4	-9	-5	2	-3	-1.5	-4	104
CCc1nc2ccccc2n1Cc1ccccc1F	3	0	-3	4	20	-2	6	0.5	-7	90
Cc1ccc(/C(O)=C2\C(=O)C(=O)N(Cc3cccnc3)C2c2ccccc2[N+](=O)[O-])cc1 (centres undefined)	-7	-4	-3	-5	4	-5	-3	0.2	-6	87
c1ccc2c(c1)CCCN2c1nc(N2CCOCC2)nc(N2CCOCC2)n1	-1	-3	8	4	12	0	-7	0.1	-4	94
COc1cccc(Nc2ncnc3c2cnn3C)c1	-3	7	-1	1	13	4	-4	0.5	-7	98
CCNC(=O)CSc1nnc(-c2ccc(OC)cc2)n1CC(C)C	0	7	5	-3	1	1	-5	-3.8	x	100
Cc1nc(CC(C)C)cc(C(=O)N2CCCC(Nc3ccc(C)c(C)c3)C2)n1 (centres undefined)	-4	-3	7	3	14	2	-6	1.1	-5	95
COc1ccc(C(=O)/C=C/c2ccc(OC)c(CN3CCOCC3)c2)cc1	8	21	0	-1	6	18	-4	-4.2	-4	93
O=C(O)CC(Cc1ccc(Cl)cc1)C(=O)Nc1ccc([N+](=O)[O-])cc1 (centres undefined)	-3	2	0	8	-2	1	0	-1.5	-5	89
O=C(NCCc1ccc(Cl)cc1Cl)c1cccnc1	-2	0	-5	1	7	-1	2	2.9	-2	99
O=C(O)CC(NC(=O)Cc1ccccc1)c1cc([N+](=O)[O-])ccc1Cl (centres undefined)	6	3	2	-9	-3	1	2	-1.9	-5	99
Cc1ccc(Nc2nnc(SCC(=O)NC3CC3)s2)cc1	7	-5	-1	-2	0	2	-4	-1.2	-3	97
O=C(c1ccccc1F)N1CCN(c2ccccn2)CC1	-4	0	11	-4	3	-1	-2	-0.3	-5	97
CCCNC(=O)c1ccc2c(c1)ncn2-c1cc(C)cc(C)c1	2	5	-3	-3	0	-1	1	-0.7	-19	97
CCOC(=O)C(NC(=O)c1ccc(F)cc1)(Nc1nnc(C)s1)C(F)(F)F (centres undefined)	1	0	-1	-2	5	1	0	-1.0	-1	87
O=C(c1[nH]c(C(F)(F)F)nc1-c1ccccc1)N1CCN(C(=O)C2CCCO2)CC1 (centres undefined)	-9	2	1	x	x	0	5	x	-2	102
CCOC(=O)Cn1c(=O)oc2cc(S(=O)(=O)Nc3cccc(C)c3)ccc21	-3	-8	24	-5	8	-2	-8	0.9	-6	95
O=C(NC(Cc1c[nH]c2ccccc12)C(=O)O)c1cccc(S(=O)(=O)N2CCCCC2)c1 (centres undefined)	5	4	2	1	0	-1	7	-0.8	-6	92
CCc1ccc(OCC(=O)NC(C)C)cc1	4	1	0	-1	3	-1	-1	-1.5	-6	97
O=C(Nc1ccc(Oc2cccnc2)nc1)c1ccc(C(F)(F)F)cc1	0	-10	-12	-2	-2	-2	-2	-0.2	-3	95
CC(C)(C)c1cc[n+](-c2[nH]c(=O)sc2/C=N/NC(=O)c2ccccc2[O-])cc1	-8	0	-10	2	-8	0	-3	-0.7	-3	97
COc1ccc(OC)c(NC(=O)Cc2csc(NC(=O)Nc3ccccc3OC)n2)c1	0	17	6	-3	-2	-2	-1	0.1	x	95
Fc1ccc(-c2cc(-c3cccs3)cc(-c3ccccc3)n2)cc1	-2	-22	-11	-9	13	1	1	-0.2	-5	105

(listing goes on)
SMILES	ABHD5 PLIN5 PPI	Cardio protect	Exocytosis inh	PDI turbidity	MC4R antag cAMP	Glyco luc inh	m5-HT2A agonist	MC4R barr agon	CaV13 FRET inh	ABCB6 inh 2
CCc1c(C(=O)NC2CCCC2)csc1C	-1	3	-1	-2	2	1	0	-1.8	-4	98
O=C(CCC(=O)N1CCN(c2cccc(Cl)c2)CC1)c1cccs1	5	0	-2	-4	7	-2	7	-0.9	-6	103
Nc1ccc(-c2cnc(N)c(C(=O)c3cccnc3)n2)cn1	-5	3	1	2	-10	-9	3	2.8	x	101
Cc1cc2cc(CN(CCN(C)C)C(=S)NCc3ccco3)c(=O)[nH]c2cc1C	2	-3	-3	-6	-2	-1	-2	-0.6	-6	104
CCOc1ccc(S(=O)(=O)Nc2ccccc2C(=O)N2CCOCC2)cc1	-4	5	-12	19	11	0	-3	1.7	-3	98
O=C(CSC1=NC2(CCCCC2)N=C1c1ccccc1)Nc1ccc2c(c1)OCCO2	-23	4	26	x	5	1	-1	0.8	-2	97
O=C(Nc1cccc(C(F)(F)F)c1)Nc1ccc2nc([C@@H]3O[C@H](CO)[C@@H](O)[C@H](O)[C@H]3O)[nH]c2c1	2	-1	20	0	8	-2	2	-0.1	u	103
Nc1c(C(=O)CSc2nnc(Nc3ccc(F)cc3)s2)c(=O)[nH]c(=O)n1C1CC1	5	6	0	1	3	2	-5	-0.8	-2	96
CN1CCN(C(CNC(=O)C(=O)NC2CCCC2)c2ccc(F)cc2)CC1 (centres undefined)	2	12	-6	0	5	0	-1	-3.4	-6	98
CC(=O)c1c(C)[nH]c(C(=O)OCC(=O)N2CC(C)OC(C)C2)c1C (centres undefined)	-4	-1	6	3	6	0	-3	-3.1	-5	97
COc1ccc(C(=O)CCC(=O)NCc2cc(OC)cc(OC)c2)cc1	0	-2	-1	11	-1	3	10	-1.2	-3	100
O=C(CN1CCCC1)Nc1c(C(=O)C2CC2)oc2ccccc12	-1	6	3	6	10	-3	1	-1.4	-4	99
CC1CCCN(C(=O)c2cn(-c3ccccc3)nc2-c2cccnc2)C1 (centres undefined)	-4	-3	-1	1	-2	-2	-2	-1.3	-5	97
CC1CN(Cc2ccccc2)C(=S)NC1=O (centres undefined)	3	-1	-5	3	-1	1	1	0.3	-5	103
CCc1nnc(NC(=O)COc2ccccc2[N+](=O)[O-])s1	-1	4	0	-2	1	-1	-3	-1.7	-5	97
CSCCC(C(=O)NCc1cccs1)N1C(=O)c2ccccc2C1=O (centres undefined)	2	6	-3	5	15	2	10	-0.3	x	99
CCn1c(SCC(=O)Nc2sc3c(c2C#N)CCCC3)nnc1-c1ccncc1	0	3	-2	-8	7	-5	-3	-0.1	-8	92
